Assay outcomes (PubChem BioAssay)
PfHsp90 set2 = inhibits growth of yeast expressing Plasmodium falciparum Hsp90; 0.32% of 310,000 active; S. cerevisiae expressing PfHsp90, BacTiter-Glo ATP, 48 h; yeast lacking PDR1 and PDR3 efflux regulators; AID 504621; inhibition, % at 9.4 µM;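 active = every replicate shows inhibition above about 80%, whatever the replicate mean, limit read from the data; inconclusive = mean inhibition reaches the set limit but some replicate falls short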;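 also: 0% = DMSO neutral controls and 100% = 20 µM radicicol positive controls; yeast relying on Plasmodium falciparum Hsp90 in place of its own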
SUMO Mot1 rescue = SUMOylation pathway inhibition by Mot1-301 growth rescue; 1% of 320,000 active; S. cerevisiae Mot1-301 growth rescue, ATP luminescence, 38.5C; percent above DMSO median, 100 means doubled; growth rescue, % at 18.8 µM;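 active = every valid replicate shows activation above 250% relative to neutral control wells; inactive = the rest, any valid replicate at or below 250%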;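 also: OY570 slx delta 5 strain wells were the positive control but not used for scaling; some compounds called inactive have numbers as strong as hits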
Pemphigus Ab inh = blocks pemphigus antibody binding to human desmoglein-3 | binding (percent of control), % at 10 µM | DSG3-coupled beads, scFv-anti-DSG3-GFP binding, flow cytometry; stronger effect = lower value | 0.48% of 310,000 active | AID 588358 | P32926;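 active = binding more than 3 SD below its plate's average and above zero; inconclusive = below that plate limit but binding exactly zero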;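 also: hits lower antibody fragment binding to DSG3; some compounds called inactive have numbers as strong as hits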
Target sequence (P32926 whole entry, looked up, the tested form may be a part): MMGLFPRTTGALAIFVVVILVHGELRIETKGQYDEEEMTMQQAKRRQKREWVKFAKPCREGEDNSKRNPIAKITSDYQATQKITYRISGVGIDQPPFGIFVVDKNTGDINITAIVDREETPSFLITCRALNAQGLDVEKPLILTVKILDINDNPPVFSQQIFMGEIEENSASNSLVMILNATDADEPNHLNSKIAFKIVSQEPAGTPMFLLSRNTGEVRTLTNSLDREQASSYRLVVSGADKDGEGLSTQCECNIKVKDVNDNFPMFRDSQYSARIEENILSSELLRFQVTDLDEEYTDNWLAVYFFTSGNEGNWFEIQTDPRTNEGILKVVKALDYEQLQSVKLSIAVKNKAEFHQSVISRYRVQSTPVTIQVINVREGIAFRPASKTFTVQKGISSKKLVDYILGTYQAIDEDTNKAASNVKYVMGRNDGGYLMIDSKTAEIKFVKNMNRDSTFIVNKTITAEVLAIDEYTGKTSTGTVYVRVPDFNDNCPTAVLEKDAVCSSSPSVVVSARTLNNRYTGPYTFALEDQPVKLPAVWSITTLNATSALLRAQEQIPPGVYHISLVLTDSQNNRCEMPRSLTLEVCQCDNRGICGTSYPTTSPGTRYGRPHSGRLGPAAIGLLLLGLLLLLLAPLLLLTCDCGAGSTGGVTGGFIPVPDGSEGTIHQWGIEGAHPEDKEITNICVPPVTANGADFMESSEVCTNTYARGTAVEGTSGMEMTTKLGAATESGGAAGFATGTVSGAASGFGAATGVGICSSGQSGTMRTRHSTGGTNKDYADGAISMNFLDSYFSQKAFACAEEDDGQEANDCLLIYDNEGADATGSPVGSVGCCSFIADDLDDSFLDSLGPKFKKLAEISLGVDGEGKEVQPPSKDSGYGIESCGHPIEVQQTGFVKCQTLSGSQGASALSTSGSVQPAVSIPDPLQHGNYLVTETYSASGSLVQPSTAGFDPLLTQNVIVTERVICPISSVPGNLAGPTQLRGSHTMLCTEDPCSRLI
PKA-R1A activ = activators of PKA-R1A complex. PKA-R1A dissociation, Cy5-IP20 fluorescence polarization; scaled: DMSO 0%, 113 µM cGMP 100%. activation, % at 11.4 µM. 0.083% of 340,000 active. P00514+P68181;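 active = percent activation above the mean of all tested compounds plus 3 SD, cut at about 19% in these data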;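 also: higher means more PKAc released from R1A so a rise in polarization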
MOR-DOR inv ag = inverse agonists of human mu-delta opioid receptor heterodimerization. AID 504357. 0.21% of 340,000 active. inhibition, % at 9.3 µM. P35372+P41143. cell-based MOR-DOR heterodimer luminescence, inverse agonism; in the data active = inhibition above about 22%, passing the limit was not always enough;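 also: 0% = cells with DMSO and 100% = wells without cells with DMSO; values of inactives mirror those of a sister screen read the other way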
OPRM1-OPRD1 ag = agonists of human mu-delta opioid receptor heterodimerization. P35372+P41143. cells, OPRM1-OPRD1 heterodimerization, luminescence. activation, % at 9.3 µM. 0.3% of 340,000 active. AID 504326; in the data active = activation above about 18%;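 also: 0% = vehicle-treated cells and 100% = reference agonist; values of inactives mirror those of a sister screen read the other way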
AddAB inh = less growth of phage-infected E. coli with AddAB. AID 435030. E. coli expressing H. pylori AddAB, absorbance growth. 0.29% of 330,000 active. inhibition, % at 11.9 µM; in the data active = inhibition above about 12%;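 also: 0% = vehicle wells of infected cells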
Ecoli viability = reduces bacterial viability in AddAB counter-screen; 0.27% of 330,000 active; E. coli V3065 growth, OD600 absorbance, 18 h; inhibition, % at 11.9 µM;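 active = inhibition above the campaign's mean inhibition across all tested compounds plus 3 SD, cut at about 9.9% in these data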;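 also: uninfected addAB+ strain grown without phage in ampicillin broth; 0% = DMSO wells and 100% = ciprofloxacin 0.95 µg/ml wells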
phage Ecoli inh = E. coli growth loss with phage present | growth absorbance | inhibition, % at 11.9 µM | 0.26% of 360,000 active | AID 651602; in the data active = inhibition above about 11%
Tat export inh = inhibitors of E. coli Tat protein transport; E. coli MC4100 TorA-mCherry Tat export, fluorescence; inhibition, % at 10 µM; 0.036% of 340,000 active; AID 488895;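 active = mean replicate inhibition at least 50% and at least half of replicates individually reaching 50%; inconclusive = only one of the two criteria met; inactive = neither criterion met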;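 also: exported cargo escapes ClpAP degradation while cytoplasmic cargo is degraded and loses fluorescence; 0% = median of neutral control wells and 100% = median of NaSCN control wells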
Arrestin-AP2 inh = human beta-arrestin and AP2 interaction inhibition | AID 504490 | inhibition, % at 10 µM | FITC-arrestin peptide / GST-AP2 beads, flow cytometry; AP2 beta2 appendage carries R879A mutation | 0.31% of 340,000 active;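 active = inhibition above a set limit, near 3 SD of compounds lacking own fluorescence, cut at about 54% in these data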;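 also: plate controls were DMSO wells for no effect and 5 µM unlabelled arrestin peptide for full effect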
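System: GST-AP2 R879A glutathione beads; medium: PBS, Tween 20 0.05%, BSA 0.1%; reagent: fluorescein-tagged arrestin peptide at 50 nM final; schedule: pre-incubation 12 min, peptide binding 1 h, room temperature; detection: flow cytometry, FL1 (488/535 nm); read-out: inhibition as reduced fluorescein signal on beads, percent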
* = called active by the depositor; ? = inconclusive; . = not tested or not shown.

SMILES	PfHsp90 set2	SUMO Mot1 rescue	Pemphigus Ab inh	PKA-R1A activ	MOR-DOR inv ag	OPRM1-OPRD1 ag	AddAB inh	Ecoli viability	phage Ecoli inh	Tat export inh	Arrestin-AP2 inh
O=C1CSCC(=O)N1c1ccccc1	-13	92	94	4	7	-1.3	-1.7	0.4	1.9	2	3
C=CCN(c1ccccc1)S(=O)(=O)c1ccc2c(c1)NC(=O)C(C)C(=O)N2 (stereo unspecified)	-7	-4	104	1	-3	0.6	0.0	1.3	0.1	-12	19
O=C(CN1C(=O)COc2ccccc21)Nc1ccc2c(c1)OCCO2	.	-11	119	-10	6	-1.2	-0.7	-1.0	-0.2	-6	2
CCCCN(CC)C(=O)C1CCCN(S(=O)(=O)c2cccc3nsnc23)C1 (stereo unspecified)	1	-10	112	-7	18	-3.4	1.4	1.3	4.3	25	-7
O=C(Cc1ccccc1[N+](=O)[O-])NCc1ccccc1Cl	-3	2	99	0	11	-2.0	1.2	1.7	1.6	3	6
Cc1nn(C(=O)c2ccco2)c(C)c1Sc1ccc(Br)cc1	.	4	97	4	0	0.0	1.3	-0.3	2.6	0	4
Cc1cccnc1NC(=O)c1cc2c(=O)oc3ccccc3c2s1	8	-4	74	-7	13	-2.5	1.0	2.3	4.1	-17	14
C/C(=N\NC(=O)C(c1ccccc1)c1ccccc1)c1ccc(O)cc1	9	8	111	-3	10	-2.0	0.1	1.0	-0.5	-10	10
CCOC(=O)c1[nH]c2ccc(OC)cc2c1NC(=O)NC(C)C	10	-3	.	0	2	-0.5	4.5	-0.1	0.2	-1	-9
Cc1nnc(SCc2ccccc2)n1N	.	-7	113	4	6	-1.2	2.5	0.9	1.4	-7	7
O=C(Nc1ccc(Cc2ccncc2)cc1)c1cccs1	-15	-3	.	-1	6	-1.2	4.5	-1.3	0.6	8	19
COc1ccc(S(=O)(=O)N2CCC(C(=O)Nc3ccc(OC)c(OC)c3)CC2)cc1C	22	87	93	-7	9	-1.9	2.3	-3.9	1.0	-8	22
C=CCn1c(SCC(=O)NC(N)=O)nnc1-c1cc2c(s1)CCC(CC)C2 (stereo unspecified)	1	9	90	-5	-2	0.3	-0.1	-1.7	2.1	2	7
CN(C)c1ccc(-n2cccc2/C=C/[N+](=O)[O-])cc1	107*	234	96	-7	-23	4.8	4.0	0.1	-0.1	-3	9
Cc1ccc(C(=O)C(C)OC(=O)C2CCN(c3ccc(C(F)(F)F)cn3)CC2)cc1 (stereo unspecified)	.	.	103	-11	-23	3.5	.	.	3.2	6	14
O=C(Nc1cccc(S(=O)(=O)N2CCCC2)c1)c1ccco1	17	21	101	-6	11	-2.7	-0.8	-1.9	0.8	-1	6
O=C(O)CCc1ccc(-c2cccs2)n1NC(=O)c1ccc(Cl)cc1	9	-16	101	-5	-5	0.8	1.3	-0.8	1.0	9	-2
COc1ccc(-c2ccc(CCC(=O)O)n2-c2ccc(O)cc2)cc1	-1	1	100	-9	-20	4.0	-1.2	-0.8	2.0	6	-5
CNCc1ccccc1Sc1ccc(OC)cc1	6	-15	113	-3	-13	3.2	7.6	5.1	4.1	-3	5
Cc1ccc(CNc2ncc(-c3ccccc3)n2C)o1	-24	-4	102	-2	27	-5.9	-2.6	-1.9	2.4	1	-6
Cc1ccc(SCCN2CCN(C)CCC2=O)cc1	-2	.	104	-14	17	-2.9	.	.	3.4	-1	-11
CC(=O)c1c(C)[nH]c(C(=O)CN2C(=O)NC(C)(c3ccc4c(c3)OCO4)C2=O)c1C (stereo unspecified)	-7	24	111	-6	0	-0.1	1.3	-0.3	2.3	4	13
COc1cc(NC(=O)c2ccc(OCc3c(C)noc3C)c(OC)c2)cc(OC)c1	-50	-5	.	-10	2	-0.5	1.0	-0.1	0.8	1	11
CCn1cc(CN2CCC(n3nccc3NC(=O)c3ccc4c(c3)OCO4)CC2)c(C)n1	11	21	105	-6	7	-1.4	1.9	1.7	-0.9	-6	9
Cc1ccc(NCc2nc3ccccc3n2CCOc2ccccc2)cc1	-5	-31	102	-13	-8	1.6	4.1	0.9	3.1	2	30

Part of the list above in order of count of non-hydrogen atoms, rising:
SMILES	PfHsp90 set2	SUMO Mot1 rescue	Pemphigus Ab inh	PKA-R1A activ	MOR-DOR inv ag	OPRM1-OPRD1 ag	AddAB inh	Ecoli viability	phage Ecoli inh	Tat export inh	Arrestin-AP2 inh
O=C1CSCC(=O)N1c1ccccc1	-13	92	94	4	7	-1.3	-1.7	0.4	1.9	2	3
Cc1nnc(SCc2ccccc2)n1N	.	-7	113	4	6	-1.2	2.5	0.9	1.4	-7	7
CNCc1ccccc1Sc1ccc(OC)cc1	6	-15	113	-3	-13	3.2	7.6	5.1	4.1	-3	5
CN(C)c1ccc(-n2cccc2/C=C/[N+](=O)[O-])cc1	107*	234	96	-7	-23	4.8	4.0	0.1	-0.1	-3	9
O=C(Nc1ccc(Cc2ccncc2)cc1)c1cccs1	-15	-3	.	-1	6	-1.2	4.5	-1.3	0.6	8	19
O=C(Nc1cccc(S(=O)(=O)N2CCCC2)c1)c1ccco1	17	21	101	-6	11	-2.7	-0.8	-1.9	0.8	-1	6
CCOC(=O)c1[nH]c2ccc(OC)cc2c1NC(=O)NC(C)C	10	-3	.	0	2	-0.5	4.5	-0.1	0.2	-1	-9
COc1ccc(-c2ccc(CCC(=O)O)n2-c2ccc(O)cc2)cc1	-1	1	100	-9	-20	4.0	-1.2	-0.8	2.0	6	-5
C/C(=N\NC(=O)C(c1ccccc1)c1ccccc1)c1ccc(O)cc1	9	8	111	-3	10	-2.0	0.1	1.0	-0.5	-10	10
CCCCN(CC)C(=O)C1CCCN(S(=O)(=O)c2cccc3nsnc23)C1 (stereo unspecified)	1	-10	112	-7	18	-3.4	1.4	1.3	4.3	25	-7
COc1cc(NC(=O)c2ccc(OCc3c(C)noc3C)c(OC)c2)cc(OC)c1	-50	-5	.	-10	2	-0.5	1.0	-0.1	0.8	1	11

Carrying on:
SMILES	PfHsp90 set2	SUMO Mot1 rescue	Pemphigus Ab inh	PKA-R1A activ	MOR-DOR inv ag	OPRM1-OPRD1 ag	AddAB inh	Ecoli viability	phage Ecoli inh	Tat export inh	Arrestin-AP2 inh
COc1ccc(-n2c(-c3cnccn3)n[nH]c2=S)cc1	.	-2	100	-11	2	-0.4	2.2	1.1	2.8	5	-1
CC(C)CC(CCc1ccccc1)OS(N)(=O)=O (stereo unspecified)	.	2	101	-9	2	-0.3	0.0	-0.1	1.1	-1	-9
Cc1nc(-c2ccc(C(=O)Nc3ccc(F)cc3)cc2)cs1	14	-25	97	0	-64	8.8	-1.1	-1.3	3.8	-5	6
NC(=Nc1ccccc1)NC(=O)c1nc(Cl)c(N)nc1N	-10	1	108	-7	-4	0.7	-0.5	1.8	2.4	17	-3
CCc1cc(=O)oc2c(CNCc3ccccc3F)c(O)c(Cl)cc12	1	1	102	2	7	-1.5	-0.2	-0.4	2.0	2	-10
CCCCN(CC)CCNC(=S)Nc1ccc2nc(N3CCN(C)CC3)cc(C)c2c1	16	0	112	-8	17	-3.9	-1.0	-3.0	1.2	?	-4
O=C(CC1S/C(=N/N=C2CCCCCC2)NC1=O)Nc1ccccc1C(F)(F)F (stereo unspecified)	21	8	109	7	-3	0.4	1.8	0.4	0.7	3	3
CCCc1nn(C)c(C(=O)Nc2ccc(CC)cc2)c1Cl	10	-18	102	-4	-28	4.6	1.2	-0.9	.	-5	0
COc1ccc(NS(=O)(=O)c2ccc(NC(=O)c3ccccc3Br)cc2)nn1	4	8	.	-11	13	-2.6	1.9	-0.1	2.5	-1	36
Cc1cc(C)n(-c2cc(Cl)cc(Cl)c2)c(=O)c1C#N	-9	-9	94	-9	15	-2.6	2.6	0.5	1.2	1	-2
S=c1[nH]nc(COc2ccccc2)n1/N=C/c1ccccc1Br	0	56	112	7	-22	4.9	-1.5	1.4	3.9	-1	-3
CCN1C=C(C(=O)c2ccccc2)C(=O)CC1	-19	.	94	9	7	-1.5	.	.	0.9	-8	-6
Cn1c(=O)c2c(nc(N/N=C/c3ccncc3)n2Cc2ccccc2)n(C)c1=O	18	-2	96	-4	5	-0.9	1.6	-0.7	-2.1	-3	39
O=C(OCC1OC(Oc2ccc(O)cc2)C(O)C(O)C1O)c1ccccc1 (stereo unspecified)	-9	1	104	-3	10	-2.0	2.9	-1.3	1.7	-6	21
CSCCC(NC(=O)c1ccccc1Br)C(=O)NC(C)CCc1ccccc1 (stereo unspecified)	1	-11	.	-5	10	-1.8	0.6	3.6	-0.1	-1	-16
CN(C)c1ncc(S(=O)(=O)c2ccccc2)c(N)n1	-2	6	93	2	15	-3.2	0.0	-0.7	3.0	-10	12
Cc1ccc(C(=O)N2CCN(S(=O)(=O)c3sc(C(=O)O)c(C)c3C(=O)O)CC2)s1	-4	-12	.	-5	12	-3.1	-1.8	-3.5	-0.3	7	-1
COc1ccc(N(C)C(=O)c2cc3c(s2)-c2ccc(Cl)cc2S(=O)(=O)C3)c(OC)c1	14	332	.	-2	-2	0.5	1.1	-1.6	0.4	1	27
CCc1nc2ccccc2c(C(=O)Oc2ccc(C(=O)OC)cc2)c1C	8	9	92	-8	8	-1.2	3.8	-1.6	1.2	-8	2
O=C(N/C(=C/c1cccc([N+](=O)[O-])c1)C(=O)N1CCCC1)c1ccccc1	-28	4	95	-3	12	-1.9	2.1	0.3	1.8	1	2
N#CC1(N2CCN(C(=O)c3ccccc3)CC2)CCCCC1	1	-1	101	2	12	-2.6	-1.5	-0.3	1.1	5	-13
COc1cc(C(=O)Oc2c(OC)cc(C(=S)N3CCOCC3)cc2OC)cc(OC)c1OC	-5	2	118	3	13	-2.7	0.0	-2.1	1.5	-7	-24
